JMJD2A Tudor inh = blocks the human JMJD2A Tudor domain | O75164 | AlphaScreen JMJD2A-Tudor / H3K4me3 peptide binding | Potency, µM (titrated, usually from 114 µM), inactives show at the highest dose activity change, negative = inhibition, actives largely listed as inhibitors | hit rate 4.4% among 390,000; further: potency means the concentration at half of the fitted maximal effect; on the % scale 0 is the no-effect control and ±100 the full control effect; nearly all actives have a fitted effect of over 50% in size
Tb PGK inh = T. brucei PGK inhibition | P07378 | hit rate 0.043% among 380,000 | Potency, µM (top dose mostly 57.5 µM), for the others: top-dose activity change, negative = inhibition, usual class: inhibitors | PGK/GAPDH coupled, Kinase-Glo luminescence, 60 min; further: potency means the concentration at half of the fitted maximal effect; on the % scale 0 is the no-effect control and ±100 the full control effect; nearly all actives have a fitted effect of over 60% in size
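Luminescent ATP detection (Kinase-Glo Plus) follows a 60-minute room-temperature incubation, with wells lacking PGK as controls. Buffer: 100 mM TEA (pH 7.6), 5 mM MgCl2, 0.01% Tween-20. Coupling enzyme GAPDH (100 nM final) supplies unstable 1,3-BPG in-well.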
PI4K2A block = blocks human PI4K2A kinase activity; Q9BTU6; AID 1346378; purified PI4K2A, ADP-Glo luminescence, 1 h; active compounds read low; activity change, negative = inhibition, % at 76.9 µM; hit rate 0.13% among 420,000; in the data active means activity change below about -50%; inconclusive means mostly about -30% to -49%;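 further: -100% = wells without enzyme as full effect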
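Compounds are screened against recombinant PI4K2A using PI as substrate and ATP, the latter dispensed at 300 microM. Reactions run one hour at ambient temperature before ADP-Glo detection; full inhibition defined by wells lacking enzyme.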
GLS inhibitor = glutaminase GLS (human) inhibition; O94925; GLS enzymatic activity, qHTS titration; Potency, µM (highest dose often 45.5 µM), for inactives: at the top dose activity change, negative = inhibition, most hits filed as inhibitors; hit rate 0.21% among 410,000; further: potency means the concentration at half of the fitted maximal effect; on the % scale 0 is the no-effect control and ±100 the full control effect
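Read-out is an Amplex red fluorescence increase coupled through glutamate oxidase and HRP, measured before and after 30 min room-temperature incubation. hKGA is in 45 mM KH2PO4 (pH 8.2) with 0.02% Tween-20; glutamine added as 1mM solution.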
HP1b binding inh = HP1-beta chromodomain-methylated histone interaction inhibition | AlphaScreen HP1-beta / biotin-H3K9me3 peptide binding | hit rate 0.56% among 390,000 | Potency, µM (top dose mostly 114 µM), for inactives: at the top dose activity change, negative = inhibition, actives largely listed as inhibitors | P83916 | AID 540317; further: potency means the concentration at half of the fitted maximal effect; nearly all actives have a fitted effect of over 70% in size; inactives centre near 23
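HP1-beta protein (50 nM final) preincubated 30 min at room temperature with biotinylated H3(1-18)K9me3 peptide (50 nM) in PBS pH 7.4, 0.01% Tween-20, then compound added for 30 min. AlphaScreen streptavidin donor/nickel chelate acceptor beads (10 ug/mL final), 30 min dark, luminescence read.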
Pin1 inh = blocks the human prolyl isomerase Pin1; Pin1 FP peptide displacement, HiFluor488, 10 min; Potency, µM (series often up to 115 µM), without a hit: top-dose activity, negative = inhibition, most hits filed as inhibitors; hit rate 0.009% among 390,000; AID 504891; active means well fitted inhibition curve with a large enough effect in the polarisation, with a control signal flat, not every such curve was filed as active; inconclusive means small, poorly fitted or top-dose-only effect, or effect the other way, or a change in a side signal; inactive means no such curve, though single readings can be large or run the other way; the % refers to the polarisation; further: potency means the concentration at half of the fitted maximal effect; on the % scale 0 is the no-effect control and ±100 the full control effect
Target sequence (Q13526 whole entry, looked up): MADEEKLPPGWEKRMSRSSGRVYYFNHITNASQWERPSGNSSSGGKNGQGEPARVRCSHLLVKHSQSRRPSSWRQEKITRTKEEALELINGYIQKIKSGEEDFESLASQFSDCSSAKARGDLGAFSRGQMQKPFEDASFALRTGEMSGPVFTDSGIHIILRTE
BAZ2B inh = BAZ2B (human) inhibition. AlphaScreen BAZ2B-H3K14Ac peptide displacement. Potency, µM (titrated, usually from 114 µM), without a hit: at the top dose activity change, negative = inhibition, most hits filed as inhibitors. hit rate 4.4% among 360,000; further: potency means the concentration at half of the fitted maximal effect; on the % scale 0 is the no-effect control and ±100 the full control effect; nearly all actives have a fitted effect of over 60% in size
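Inhibition is scored as reduced AlphaScreen emission. The BAZ2B/b-H3(5-23)K14Ac complex (50 nM each) in PBS pH 7.4, 0.01% Tween-20 meets compound (up to 110 uM) for 30 min at RT before bead addition.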
G9a block = blocks human histone lysine methyltransferase G9a; Q96KQ7; G9a H3K9 monomethylation, AlphaScreen, 2 h; Potency, µM (top dose mostly 102 µM), for inactives: at the top dose activity, negative = inhibition, hits mostly inhibitors; hit rate 8.8% among 350,000; AID 504332; further: potency means the concentration at half of the fitted maximal effect; on the % scale 0 is the no-effect control and ±100 the full control effect; nearly all actives have a fitted effect of over 75% in size
Target sequence (Q96KQ7 913-1193 limits assumed): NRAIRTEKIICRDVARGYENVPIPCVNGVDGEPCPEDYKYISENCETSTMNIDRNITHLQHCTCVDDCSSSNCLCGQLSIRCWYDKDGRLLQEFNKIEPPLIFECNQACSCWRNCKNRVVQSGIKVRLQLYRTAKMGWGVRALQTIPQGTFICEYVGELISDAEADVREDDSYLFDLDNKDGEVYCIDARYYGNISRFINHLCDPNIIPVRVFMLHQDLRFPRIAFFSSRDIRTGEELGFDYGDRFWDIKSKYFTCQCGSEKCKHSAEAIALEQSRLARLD
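Compounds were preincubated with 20 nM G9a for 15 min, after which biotinylated H3K9 peptide (500 nM) and SAM (20 uM) started a 2 h room-temperature reaction. Monomethylated product was quantified by antibody-based AlphaScreen chemiluminescence.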
ERG-DNA inh = blocks human ERG Ets domain binding to DNA. P11308. fluorescence polarization, His-ERG Ets domain / labelled DNA. Potency, µM (series often up to 76.9 µM), inactives show at the highest dose FP activity, negative = inhibition, hits mostly inhibitors. hit rate 0.028% among 370,000; active means well fitted inhibition curve with a large enough effect in the polarisation, with a control signal flat; inconclusive means small, poorly fitted or top-dose-only effect, or effect the other way, or a change in a side signal; inactive means no such curve, though single readings can be large or run the other way; the % refers to the polarisation;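 further: polarization taken with two DNA probes labelled with fluorescein and Texas red; potency means the concentration at half of the fitted maximal effect; % of control where 0% means no effect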
Target sequence (P11308 whole entry, looked up, the tested form may be a part): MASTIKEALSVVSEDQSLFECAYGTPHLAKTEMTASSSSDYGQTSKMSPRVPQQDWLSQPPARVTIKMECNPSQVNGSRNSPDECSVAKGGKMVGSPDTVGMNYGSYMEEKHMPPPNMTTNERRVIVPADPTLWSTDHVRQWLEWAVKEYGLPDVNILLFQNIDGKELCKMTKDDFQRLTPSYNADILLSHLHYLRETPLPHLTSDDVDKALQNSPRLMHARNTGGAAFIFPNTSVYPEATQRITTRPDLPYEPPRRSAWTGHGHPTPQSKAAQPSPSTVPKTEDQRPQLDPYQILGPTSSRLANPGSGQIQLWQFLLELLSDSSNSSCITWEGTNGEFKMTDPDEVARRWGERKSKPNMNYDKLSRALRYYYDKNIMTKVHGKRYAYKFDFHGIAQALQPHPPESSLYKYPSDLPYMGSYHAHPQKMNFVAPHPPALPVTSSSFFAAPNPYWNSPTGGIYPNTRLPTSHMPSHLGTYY
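His-tagged ERG Ets domain (1 uM in the protein solution; 300mM KCl, 50mM Tris-HCl, 1mM EDTA, 1mM DTT, pH 7.5) received compound, then a probe mix of 5 nM fluorescein-DNA and 100nM Texas-615-DNA. Fluorescence polarization was read for both dyes.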
Starred values were filed as active, the others as inactive; i = inactive; ? = inconclusive; nt = not tested or not shown; [ ] = another dose, or the depositor's remark. Unless noted, the call rests on the fitted dose curve; in most records, active means well fitted curve in the direction sought with a large enough effect; inconclusive means small, poorly fitted or top-dose-only effect, or another doubt; inactive means no such curve, though single readings can be large; an effect the other way counts as inactive or inconclusive.

SMILES	JMJD2A Tudor inh	Tb PGK inh	PI4K2A block	GLS inhibitor	HP1b binding inh	Pin1 inh	BAZ2B inh	G9a block	ERG-DNA inh
CC(=O)Nc1ccc(C(=O)NCC(=O)OCc2c(F)cccc2Cl)cc1	-17%	-8%	1	7%	5%	0%	-2%	2%	-4%
CC1CC(C)(C)NC(=S)N1CCCC(=O)Nc1ccc(Cl)cc1 (stereo not drawn)	-28%	-7%	2	45%[activator]	-16%	-1%	-15%	-1%	0%
CCOC(=O)C1C(=O)C=C(c2ccc(OC)cc2)CC1c1ccco1 (stereo not drawn)	-34%	-2%	2	6%	-13%	14%	-34%	-14%	7%
CCOC(=O)N1CCC(=NNC(=O)COc2cccc(C)c2)CC1	-10%[57.1 µM]	-3%	4	-6%	55%[activator]	-7%	1%	56%[activator][59 µM]	7%
COc1ccc(CNCCCn2cnc3c(OCc4ccccc4)ncnc32)cc1	-14%	0%	0	2%	41%[activator]	4%	nt	nt	8%
CCOC(=O)N1CCN(C(=O)C2CCC(CNS(=O)(=O)c3ccc(Cl)cc3)CC2)CC1 (stereo not drawn)	17%	-3%	-2	-3%	26%	3%	-1%	72%[activator][59 µM]	-1%
CSc1ccccc1OCc1cc(C(=O)NC(C)CCn2cccn2)no1 (stereo not drawn)	1%	0%	2	3%	10%	3%	-6%	nt	-7%
CSc1ccc(CCNC(=O)c2cc(C)nc3c2c(C)nn3-c2ccccc2)cc1	0%	-5%	-2	-13%	43%[activator]	-7%	-4%[57.1 µM]	-2%[59 µM]	-1%
CCCCNC(=O)Nc1ccccc1CC	-11%	-1%	-3	-1%	27%	-1%	0%	8%	13%
CC(C)Cn1c(N)cc(=O)n(C)c1=O	-6%	2%	1	-1%	35%	-3%	0%	1%	10%
O=C(COC(=O)c1cccc(Br)c1)NCc1ccco1	18µM*	-28%	-3	-13%	?	-5%	nt	nt	6%
Cn1c(=O)c2c(ncn2CC(=O)Nc2cccc(S(=O)(=O)Nc3ccccc3F)c2)n(C)c1=O	-2%	-4%	1	-20%	?	2%	-4%	nt	-3%
CCOc1ccc(C(=O)N(Cc2ccc(OC)cc2)Cc2cc3cc(OC)ccc3[nH]c2=O)cc1	-10%	-8%	0	3%	14%	-11%	1%	20%[59 µM]	4%
COC(=O)CCC(=O)OC1(C)C(=O)C=C2C=C(C3CC3)N(C(CO)CO)C=C2C1=O (stereo not drawn)	-12%	8%	-22	-3%	31%	?	-4%	7%[59 µM]	-19%
Nc1c(C(=O)Nc2ccccc2F)sc2nc(Cc3ccccc3)cc(C(F)(F)F)c12	-1%	-1%	5	0%	3%	?	13%	14%[12.7 µM]	-5%
CN(Cc1nccs1)C(=O)c1cc(COc2cccc3cnccc23)on1	-5%	i	15	-5%	18%[57 µM]	3%	-14%	14%	7%
O=C(Nc1ccc2c(c1)C(=O)OC2)c1ccc(Cl)cc1	-1%	3%	-1	0%	44%[activator]	12%	-1%	3%	8%
CCOc1nc(NC(=O)NS(=O)(=O)c2cccc(Cl)c2)nc(-c2ccccc2)n1	-8%	0%	1	3%	40%[activator]	-9%	9%	-4%	1%
Cc1ccc(CNC(=O)CCc2c(C)nc3ncnn3c2C)cc1	-6%	i	0	-2%	40%[activator]	-4%	16%	-23%[2.33 µM]	-4%
Cc1cc(C)n(-c2ccc(C(=O)OCC(=O)NCc3ccco3)cc2)n1	-25%	-2%	9	7%	11%	1%	1%	3%[59 µM]	2%
CCOc1ccccc1CNC(=O)C1CCN(c2nc3ccccc3o2)CC1	-9%	0%	-10	3%	79%[activator]	2%	9%	-3%	11%
C/C(CC(=O)Nc1ccccc1F)=N\NC(=O)Cc1ccc(Cl)cc1	-8%	-2%	-3	5%	-1%	-7%	23%	-2%	-3%
O=C(Nc1ccc2ccccc2n1)c1ccc(Cl)cc1	?	-5%	-6	-1%	1%	0%	-9%	34%[0.501 µM]	7%
C/C(NC(=O)c1cccs1)=C1\C(=O)C[C@@H]2[C@H]1C2(C)C	38%[activator]	5%	-3	0%	75%	-4%	5%	20%[59 µM]	0%
Cc1noc(NS(=O)(=O)c2ccc(NC(=O)COc3ccccc3Br)cc2)c1C	-24%	13%	2	14%	18%	63%	-15%	4%[59 µM]	2%
Cc1ccc(C)c(N2CCN(S(=O)(=O)c3ccc(-c4cc(C)no4)s3)CC2)c1	-5%	i	3	2%	18%[57 µM]	19%	-5%	nt	-8%
O=C(NCCN1CCc2ccccc2C1)C1CCN(S(=O)(=O)N2CCC3(CC2)OCCO3)CC1	-32%	3%	-1	32%[activator]	8%	2%	?	8%[12.7 µM]	nt
OCC1(CCc2ccccc2)CCN(Cc2c(F)ccc(F)c2F)CC1	-3%	nt	2	4%	43%[activator]	4%	-12%	-11%[12.7 µM]	3%
COC(=O)CCC(=O)OC1(C)C(=O)C=C2C=C(C3CC3)N(C3CCCCC3)C=C2C1=O (stereo not drawn)	?	4%	-18	-10%	8%	1%	-24%	4%[59 µM]	-12%
CCOC(=O)c1[nH]c2ccc(OC)cc2c1NC(=O)CN1CCC2(CC1)OCCO2	-18%	i	0	48%[activator]	16%	-5%	-5%	-3%[12.7 µM]	-9%
CC(=O)c1sc(NCc2ccc(C)cc2)nc1C	-24%	-1%	1	-2%	24%	-9%	-22%	56µM*	0%
Cn1c(O)c(N=Nc2ccc(F)cc2)c2ccccc21	-31%	-2%	4	8%	?	7%	-3%	25µM*	-3%
COC(=O)CC(c1ccc(OC)c(OC)c1)c1ccc(OC)c(OC)c1	-10%	i	-1	-12%	45%	2%	-5%	8%[59 µM]	1%
CCCn1c(SCC(=O)Nc2cccc(C)n2)nc2c1c(=O)n(C)c(=O)n2C	-2%[11.4 µM]	-7%	-23	8%	-10%	1%	-12%	nt	6%
O=C(Cc1ccc(Cl)c(Cl)c1)NNC(=S)NCC1CCCO1 (stereo not drawn)	-18%	-8%	1	13%	52%[activator]	-12%	0%	22%[0.501 µM]	14%
Cn1c(=O)[nH]c(=O)c2c1nc(SCC(N)=O)n2Cc1cccc(Br)c1	-9%	-5%	-1	-4%	25%	-6%	-14%	-1%	1%
S=c1nc(-c2ccc(Br)cc2)oc2c1CCCC2	-29%	5%	-10	?	-1%	0%	?	-18%	-8%
O=C(CCCCCN1C(=O)CCC1=O)Nc1ccc2c(c1)OCCO2	-9%[11.4 µM]	-4%	2	-17%	-10%	0%	-6%	5%[12.7 µM]	-13%
O=C(NC1CCCCC1)C(c1ccccc1F)N(C(=O)c1csnn1)C1CCCC1 (stereo not drawn)	-10%	-1%	-5	-4%	20%	-3%	-6%	16%	1%
O=C(NCc1ccco1)c1ccc(-c2cccc(Cl)c2)o1	2%	i	0	0%	13%	0%	-32%	-18%	11%
Cc1ccc(CSCCC(=O)N2CCN(c3cc(C)ccc3C)CC2)cc1	-13%	-3%	-6	6%	64%[activator]	11%	38%	9%[59 µM]	0%
Cn1c(C(=O)NC2CCCCC2)cc2c(=O)n3ccccc3nc21	-9%	2%	1	12%	15%	-16%	-2%	33%	-17%
O=C(CNC1CCCC1)Nc1cc(Cl)ccc1[N+](=O)[O-]	1µM*	i	-4	0%	40µM*	-1%	56µM*	45µM*	-4%
O=C(Nc1ccc(F)cc1)Nc1cc(S(=O)(=O)N2CCOCC2)ccc1N1CCCC1	-15%	3%	3	-11%	16%	6%	?	35µM*	-4%
COc1ccc(-c2nc3nc(C)cc(C)n3c2Nc2c(C)cccc2C)cc1	?	-1%	4	4%	-17%	?	?	-32%[59 µM]	1%

Grouped by structure: those above containing an aryl methoxy group
SMILES	JMJD2A Tudor inh	Tb PGK inh	PI4K2A block	GLS inhibitor	HP1b binding inh	Pin1 inh	BAZ2B inh	G9a block	ERG-DNA inh
CCOC(=O)C1C(=O)C=C(c2ccc(OC)cc2)CC1c1ccco1 (stereo not drawn)	-34%	-2%	2	6%	-13%	14%	-34%	-14%	7%
COc1ccc(CNCCCn2cnc3c(OCc4ccccc4)ncnc32)cc1	-14%	0%	0	2%	41%[activator]	4%	nt	nt	8%
CCOc1ccc(C(=O)N(Cc2ccc(OC)cc2)Cc2cc3cc(OC)ccc3[nH]c2=O)cc1	-10%	-8%	0	3%	14%	-11%	1%	20%[59 µM]	4%
CCOC(=O)c1[nH]c2ccc(OC)cc2c1NC(=O)CN1CCC2(CC1)OCCO2	-18%	i	0	48%[activator]	16%	-5%	-5%	-3%[12.7 µM]	-9%
COC(=O)CC(c1ccc(OC)c(OC)c1)c1ccc(OC)c(OC)c1	-10%	i	-1	-12%	45%	2%	-5%	8%[59 µM]	1%
COc1ccc(-c2nc3nc(C)cc(C)n3c2Nc2c(C)cccc2C)cc1	?	-1%	4	4%	-17%	?	?	-32%[59 µM]	1%

Compound activity: PubChem, National Center for Advancing Translational Sciences (NCATS)
